Apaf1 inhib: inhibitors of human Apaf-1 apoptosome; O14727; reconstituted apoptosome caspase-3 activity, DEVD-Rh110 fluorescence; inhibition, % at 20 µM; 0.71% of 330,000 active; AID 489030; active means inhibition of at least 40% at 20 µM;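 further: plate controls were DMSO wells for no effect and DEVD-CHO caspase inhibitor wells for full effect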
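Assay system – apoptosome proteins · Medium – Hepes buffer, pH 7.5 · Also added – cytochrome c with DEVD-Rh110 · Timing – 30 min compound preincubation, 50 min activation, room temperature · Detection – Rh110 fluorescence, excitation 480 nm, emission 540 nm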
HKDC1 inhibitor: HKDC1 (human) hexokinase inhibition. AID 493160. recombinant HKDC1, G6PDH/diaphorase resazurin coupled fluorescence. inhibition, % at 20 µM. 0.16% of 340,000 active;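 active means inhibition above about 35% when tested at 20 µM, limit read from the data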;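 further: plate controls were DMSO wells with enzyme for no effect and DMSO wells lacking enzyme for full effect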
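Assay system: recombinant HKDC1 hexokinase; detection: coupled resazurin fluorescence, excitation 525 nm, emission 613 nm; benchmarks: DMSO-plus-enzyme-mix negative control, buffer-substituted positive control; compound dosing: single 20 µM dose; schedule: 90 min at room temperature in dark; also added: glucose plus 1 mM ATP as hexokinase substrates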
SENP8 block-1: SENP8 protease inhibition | Q96LD8 | purified SENP8, Z-RLRGG-aminoluciferin cleavage, luminescence | inhibition, % at 10 µM | 1.2% of 330,000 active | AID 2540; in the data active means inhibition above about 50%
SENP8 block-2: SENP8 (human) protease inhibition. Q96LD8. recombinant SENP8, Nedd8 substrate fluorescence. inhibition, % at 20 µM. 0.64% of 360,000 active. AID 602440; in the data active means inhibition mostly above about 40%, no sharp cut-off; inactive means mostly below about 27%
SENP6 inh: blocks the human protease SENP6; AID 2599; 1.8% of 330,000 active; Q9GZR1; inhibition, % at 10 µM; Recombinant SENP6 catalytic domain, aminoluciferin luminescence;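 active means inhibition above about 50% at the single tested dose, limit read from the data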;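 further: plate controls were DMSO wells with enzyme for no effect and DMSO wells lacking enzyme for full effect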
Target sequence (Q9GZR1 628-1112 limits assumed): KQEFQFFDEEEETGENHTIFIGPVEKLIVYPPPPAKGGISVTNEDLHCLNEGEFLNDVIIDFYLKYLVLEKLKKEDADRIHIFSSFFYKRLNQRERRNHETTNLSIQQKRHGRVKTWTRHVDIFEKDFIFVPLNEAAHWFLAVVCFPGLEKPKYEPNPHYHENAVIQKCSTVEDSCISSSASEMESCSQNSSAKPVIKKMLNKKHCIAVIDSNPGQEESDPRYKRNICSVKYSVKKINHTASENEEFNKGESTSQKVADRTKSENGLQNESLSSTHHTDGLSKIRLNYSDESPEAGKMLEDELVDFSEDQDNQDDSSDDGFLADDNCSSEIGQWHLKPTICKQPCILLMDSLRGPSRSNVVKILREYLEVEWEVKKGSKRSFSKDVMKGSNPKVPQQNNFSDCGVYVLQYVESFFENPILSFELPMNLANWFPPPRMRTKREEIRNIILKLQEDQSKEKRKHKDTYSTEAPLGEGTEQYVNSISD
SENP1 FRET inh: blocks the human SENP1 SUMO protease catalytic domain. Q9P0U3. recombinant SENP1 catalytic domain, CyPet-SUMO1-YPet FRET cleavage. inhibition, % at 10 µM. 0.21% of 360,000 active;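 active means inhibition at least 30% at 10 µM, raw YFP signal under a set limit, fluorescence ratio 0.5 to 1.5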;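 further: 0% = enzyme with DMSO and 100% = no enzyme wells; some results filed as inactive read as strong as hits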
Target sequence (Q9P0U3 419-644 limits assumed): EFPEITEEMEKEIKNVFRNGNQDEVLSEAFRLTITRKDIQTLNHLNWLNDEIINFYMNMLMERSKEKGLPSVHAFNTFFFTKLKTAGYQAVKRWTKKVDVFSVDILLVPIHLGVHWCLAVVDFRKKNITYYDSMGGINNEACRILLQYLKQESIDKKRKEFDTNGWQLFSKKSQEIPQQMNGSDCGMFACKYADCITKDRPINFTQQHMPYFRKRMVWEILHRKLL
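Material – human SENP1 catalytic domain · Input – SENP1 enzyme, 20 pM final · Compound dosing – single concentration of 10 µM compound, 0.5% DMSO final · Timing – enzyme reaction for 50 min at room temperature, dark · Measured by – FRET fluorescence in CFP and YFP emission channels · Control set – no-enzyme wells low, DMSO-plus-enzyme wells high control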
PfGluPho inh: PfG6PD (Plasmodium falciparum) enzyme inhibition. PfGluPho enzyme, NADPH resazurin-diaphorase fluorescence. inhibition, % at 20 µM. 0.78% of 350,000 active. AID 504690;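 active means inhibition reaching at least a set limit at 20 µM in the primary screen, cut at about 59% in these data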;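 further: 0% = DMSO wells with substrate and 100% = DMSO wells lacking glucose-6-phosphate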
SENP7 inh: inhibitors of human SENP7 protease; 1.5% of 330,000 active; recombinant SENP7, Z-RLRGG-aminoluciferin luminescence, 40 min; Q9BQF6; AID 434973; inhibition, % at 5 µM;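 active means inhibition above about 50% at the single test dose, limit read from the data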;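 further: plate controls were DMSO with enzyme for no effect and no enzyme buffer wells for full effect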
Target sequence (Q9BQF6 706-1050 limits assumed): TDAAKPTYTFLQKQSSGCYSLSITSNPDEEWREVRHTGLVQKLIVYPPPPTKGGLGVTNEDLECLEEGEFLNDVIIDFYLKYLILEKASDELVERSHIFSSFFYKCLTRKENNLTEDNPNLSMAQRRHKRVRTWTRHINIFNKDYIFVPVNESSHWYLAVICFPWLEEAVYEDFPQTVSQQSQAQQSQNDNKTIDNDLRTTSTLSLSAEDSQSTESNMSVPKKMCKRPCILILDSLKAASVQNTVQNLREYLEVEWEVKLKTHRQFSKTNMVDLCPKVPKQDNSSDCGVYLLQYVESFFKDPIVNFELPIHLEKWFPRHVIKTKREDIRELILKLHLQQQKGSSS
Starred values were filed as active, the others as inactive; / = not tested or not shown.

[1] CC/C(=N/Nc1ccccc1C)c1cnnc(SC)n1
[2] COc1ccc(NC(=O)C(c2cc3c(cc2[N+](=O)[O-])OCO3)N(C)C)cc1 (stereo not drawn)
[3] COCCNC(=O)C(OC(=O)CC1Sc2ccccc2NC1=O)c1ccccc1 (stereo not drawn)
[4] CCn1c(SCC(=O)Nc2nc(C)c(C)s2)nnc1-c1ccco1
[5] C/C(Cn1nc([N+](=O)[O-])cc1C)=N\NC(=O)c1cccc(Br)c1
[6] CCCCSCCCNC(=O)C1CCC(CNS(=O)(=O)c2ccccc2)CC1 (stereo not drawn)
[7] COc1ccc(-n2ccnc2SCC(=O)NCc2ccc3c(c2)OCO3)cc1
[8] COc1ccccc1CNC(=O)C(=O)c1cn(CC(=O)N2CCCC2)c2ccccc12

assay / compound | 1 | 2 | 3 | 4 | 5 | 6 | 7 | 8
HKDC1 inhibitor | -5 | -2 | -6 | 4 | -5 | -4 | 6 | -8
Apaf1 inhib | 41* | 3 | -13 | 7 | -9 | 8 | -9 | 21
SENP7 inh | 7 | -3 | -3 | -4 | 7 | 5 | -4 | 1
SENP8 block-1 | 0 | 0 | -1 | -8 | -3 | 3 | 0 | -11
SENP8 block-2 | 11 | -18 | 5 | 6 | 24 | 18 | 13 | -14
SENP1 FRET inh | 1 | 0 | 3 | 3 | 0 | -1 | -2 | -3
PfGluPho inh | -4 | 1 | 7 | 3 | -1 | 5 | 15 | -16
SENP6 inh | 27 | -19 | -6 | -8 | -5 | 13 | -6 | -6

[9] O=C(O)c1ccc(CN2C(=O)CSC2=S)cc1
[10] COC(=O)c1sccc1NC(=O)COc1ccc(Cl)cc1Cl
[11] CC(C)c1ccc(NC(=S)NC2CCCCCC2)cc1
[12] O=Nc1nc2ncccn2c1-c1ccccc1
[13] CCCc1ccc(Oc2cc(N3CCOCC3)nc(-c3ccccc3)n2)cc1
[14] COc1cc(NC(=O)CSc2cc(C)c3cc(C)cc(C)c3n2)c(C(=O)O)cc1OC
[15] COC(=O)C1=C(C)NC(C)=C(C(=O)OCC2CCCO2)C1c1cccc(Br)c1 (stereo not drawn)
[16] CC(C)CC(=O)N1CC(=O)Nc2ccc(F)cc2C1c1ccccc1 (stereo not drawn)

assay / compound | 9 | 10 | 11 | 12 | 13 | 14 | 15 | 16
HKDC1 inhibitor | -3 | -9 | -6 | 1 | -4 | 18 | 8 | -2
Apaf1 inhib | 8 | -3 | 18 | / | 2 | 8 | 20 | 5
SENP7 inh | 4 | 4 | -1 | / | -2 | -4 | 2 | 6
SENP8 block-1 | 9 | -19 | -6 | / | -7 | -4 | 2 | 1
SENP8 block-2 | 18 | 28 | 12 | 8 | -9 | 13 | -398 | 17
SENP1 FRET inh | 0 | 1 | 0 | 12 | 2 | 2 | 1 | 0
PfGluPho inh | -10 | -1 | 12 | 16 | 12 | -22 | 0 | -15
SENP6 inh | -13 | 11 | -32 | / | 3 | -18 | -10 | -9

[17] COc1ccccc1NC(=O)CCC(=O)O
[18] CC1CCCCC1NC(=O)CSc1nnc(CC(=O)Nc2ccccc2F)n1C (stereo not drawn)
[19] COc1ccc(NC(=O)c2cccs2)cn1
[20] O=C(COC(=O)C1CCC1)NCc1ccc(Cl)cc1Cl
[21] Cc1ccc(CSc2nnc(CCNC(=O)OC(C)(C)C)o2)cc1
[22] CC(=O)c1cccc(NC(=O)COc2ccccc2C(=O)c2cc(C#N)c(=O)n(C3CCCCC3)c2)c1
[23] CCOC(=O)c1ccc(NC(=S)N2CCN(CCN=CC3=C(O)CC(c4ccccc4)CC3=O)CC2)cc1 (stereo not drawn)
[24] CC(C)c1cccc(C(C)C)c1NC(=O)Cn1c(=O)cnc2ccccc21

assay / compound | 17 | 18 | 19 | 20 | 21 | 22 | 23 | 24
HKDC1 inhibitor | -10 | -2 | -1 | -2 | -6 | -8 | -2 | -4
Apaf1 inhib | -12 | 3 | -2 | 7 | 9 | 13 | 13 | -4
SENP7 inh | -1 | 0 | 7 | 5 | -11 | 10 | -1 | 13
SENP8 block-1 | 3 | -8 | 5 | -1 | 2 | 3 | -1 | -8
SENP8 block-2 | 18 | 8 | -2 | -1 | 22 | 6 | 17 | -80
SENP1 FRET inh | 1 | 0 | 1 | 1 | 0 | 0 | 1 | -12
PfGluPho inh | -7 | -11 | 8 | 6 | -8 | -2 | 19 | -4
SENP6 inh | 4 | -7 | 3 | 8 | -12 | 5 | -18 | -1

Only SENP7 inh, SENP8 block-2 and SENP6 inh, for some of the entries so far:
entry | SMILES | SENP7 inh | SENP8 block-2 | SENP6 inh
17 | COc1ccccc1NC(=O)CCC(=O)O | -1 | 18 | 4
18 | CC1CCCCC1NC(=O)CSc1nnc(CC(=O)Nc2ccccc2F)n1C (stereo not drawn) | 0 | 8 | -7
19 | COc1ccc(NC(=O)c2cccs2)cn1 | 7 | -2 | 3
20 | O=C(COC(=O)C1CCC1)NCc1ccc(Cl)cc1Cl | 5 | -1 | 8

The list goes on:
[25] O=C(Cn1c(=O)sc2ccccc21)NCCOc1ccccc1F
[26] O=C(COC(=O)COc1ccc(Cl)cc1Br)NCCC1=CCCCC1
[27] CCN(CC)C(=O)[C@H]1CC(CC(=O)NCc2ccc(OC)c(OC)c2)C(=O)N2CCc3c([nH]c4ccccc34)[C@]12C (stereo partly drawn)
[28] CNCC[C@H](Oc1cccc2ccccc12)c1cccs1
[29] Cc1c(NC(=O)c2ccc(S(=O)(=O)N(C)c3ccccc3)cc2)c(=O)n(-c2ccccc2)n1C
[30] Cc1ccc(C)c(N2CCN(CC(=O)Nc3ccc([N+](=O)[O-])cc3C(=O)Nc3ccccc3F)CC2)c1
[31] O=C(c1ccc2c(c1)OCO2)N1CCN(S(=O)(=O)c2ccccc2)CC1
[32] CCOC(=O)C1CCN(Cc2cc(=O)oc3c(C)c(C)ccc23)CC1

assay / compound | 25 | 26 | 27 | 28 | 29 | 30 | 31 | 32
HKDC1 inhibitor | -5 | 0 | -5 | -5 | -6 | 8 | -8 | -1
Apaf1 inhib | 6 | 14 | 3 | 27 | -14 | -2 | 9 | 10
SENP7 inh | 1 | 16 | 9 | 12 | 3 | 1 | -4 | -1
SENP8 block-1 | -1 | 0 | 1 | -9 | 4 | 4 | -2 | 4
SENP8 block-2 | 5 | 9 | 10 | 14 | 5 | 10 | 6 | 9
SENP1 FRET inh | 1 | 6 | 0 | 0 | -3 | 1 | 3 | 2
PfGluPho inh | 16 | 19 | -1 | 1 | 0 | 7 | 0 | -1
SENP6 inh | -2 | -15 | 19 | 6 | 10 | 6 | -14 | 13

A second format for some results above.
Each structure is followed by: HKDC1 inhibitor | Apaf1 inhib | SENP7 inh | SENP8 block-1 | SENP8 block-2 | SENP1 FRET inh | PfGluPho inh | SENP6 inh
(26) O=C(COC(=O)COc1ccc(Cl)cc1Br)NCCC1=CCCCC1
    0 | 14 | 16 | 0 | 9 | 6 | 19 | -15
(31) O=C(c1ccc2c(c1)OCO2)N1CCN(S(=O)(=O)c2ccccc2)CC1
    -8 | 9 | -4 | -2 | 6 | 3 | 0 | -14
(30) Cc1ccc(C)c(N2CCN(CC(=O)Nc3ccc([N+](=O)[O-])cc3C(=O)Nc3ccccc3F)CC2)c1
    8 | -2 | 1 | 4 | 10 | 1 | 7 | 6
(27) CCN(CC)C(=O)[C@H]1CC(CC(=O)NCc2ccc(OC)c(OC)c2)C(=O)N2CCc3c([nH]c4ccccc34)[C@]12C (stereo partly drawn)
    -5 | 3 | 9 | 1 | 10 | 0 | -1 | 19
(25) O=C(Cn1c(=O)sc2ccccc21)NCCOc1ccccc1F
    -5 | 6 | 1 | -1 | 5 | 1 | 16 | -2

(next part)
[33] Cc1cccc(-n2nc3c(c2NC(=O)c2ccco2)CS(=O)C3)c1C (stereo not drawn)
[34] Cc1c(NC(=O)COc2ncnc3c(Cl)cc(Cl)cc23)c(=O)n(-c2ccccc2)n1C
[35] O=C(Cc1cccc2ccccc12)NN1C(=O)C2C(C1=O)C1C=CC2C12CC2 (stereo not drawn)
[36] COc1ccc(CN(C)CC2CCCN(CCc3ccc(Cl)cc3)C2)cc1OC (stereo not drawn)
[37] Cc1nnsc1-c1c(C(=O)N2CCOCC2)c(C)nn1-c1ccc(Cl)cc1
[38] O=c1cc(-c2ccccc2Cl)oc2c(NS(=O)(=O)c3cccc4nsnc34)ccc(O)c12
[39] Cc1cccc(C)c1N(CC(=O)N1CCN(C)CC1)S(C)(=O)=O
[40] Cc1sc(NC(=O)C2CCCCC2C(=O)O)c(C(N)=O)c1-c1ccc(C(C)(C)C)cc1 (stereo not drawn)

assay / compound | 33 | 34 | 35 | 36 | 37 | 38 | 39 | 40
HKDC1 inhibitor | -7 | -2 | 9 | -2 | -1 | 2 | -8 | 12
Apaf1 inhib | 5 | 10 | -5 | 1 | -11 | 8 | 8 | 4
SENP7 inh | -14 | -3 | 8 | -8 | 7 | 0 | -7 | 5
SENP8 block-1 | -7 | -2 | 1 | -5 | 4 | 6 | -9 | 22
SENP8 block-2 | 22 | 17 | 26 | 21 | -5 | 20 | 27 | -2
SENP1 FRET inh | 1 | 2 | 3 | 0 | 1 | 1 | 0 | -1
PfGluPho inh | 5 | -17 | -6 | -15 | -16 | -22 | -1 | -20
SENP6 inh | -8 | -2 | -27 | -9 | -5 | -5 | -20 | 17

[41] Cc1sc2ncnc(N3CCC(C(=O)N(C)CC(=O)Nc4ccccc4Br)CC3)c2c1C
[42] Cc1cc(C(=O)NNC(=S)NC(C)c2ccccc2)cs1 (stereo not drawn)
[43] CN(NC(=O)c1ccccc1F)c1nc(C(F)(F)F)nc2ccccc12
[44] COc1cccc(NC(=O)c2cncs2)c1
[45] Cn1c(CCN2CCCCC2)nc2cc(NC(=O)COc3ccc(Cl)cc3)ccc21
[46] Cc1cccc(C2c3[nH]c4ccccc4c3CCN2Cc2ccc(C)s2)n1 (stereo not drawn)
[47] O=C1COc2ccc(C(=O)CSc3nnc(Cc4cccs4)n3-c3ccc(Cl)cc3)cc2N1
[48] O=C1NC2(CCCCC2)CO1

assay / compound | 41 | 42 | 43 | 44 | 45 | 46 | 47 | 48
HKDC1 inhibitor | 1 | -11 | 4 | -6 | -2 | -2 | 16 | -1
Apaf1 inhib | 26 | 1 | 5 | 6 | 29 | 25 | 15 | 6
SENP7 inh | 4 | -5 | -4 | -2 | -2 | 1 | 4 | -7
SENP8 block-1 | 0 | -9 | 4 | -15 | -3 | 7 | -4 | -10
SENP8 block-2 | 2 | 18 | 11 | 5 | 4 | 0 | 4 | 10
SENP1 FRET inh | 0 | 3 | 3 | 1 | 0 | -17 | 2 | 1
PfGluPho inh | 0 | 10 | 0 | -1 | 13 | 7 | 13 | -7
SENP6 inh | -2 | -13 | 4 | -6 | 9 | 3 | -16 | 3

[49] COc1ccc(NC(=O)CN2C(=O)COc3ccccc32)cc1OC
[50] CS(=O)(=O)N(CC(=O)Nc1ccccc1-c1ccccc1)c1ccccc1
[51] O=C1OC(NC(=O)c2ccccc2)C(N2CCOCC2)=C1Cl (stereo not drawn)
[52] Cc1ccc2ncnc(Nc3cccc([N+](=O)[O-])c3)c2c1
[53] CC(C)N1CC(COc2ccc(Br)cc2)OC1=O (stereo not drawn)

assay / compound | 49 | 50 | 51 | 52 | 53
HKDC1 inhibitor | -1 | -7 | 3 | -2 | -3
Apaf1 inhib | -6 | 5 | -2 | 3 | 9
SENP7 inh | -4 | -3 | -7 | -1 | -2
SENP8 block-1 | -9 | 2 | -8 | -1 | -5
SENP8 block-2 | 27 | 6 | 4 | -189 | 10
SENP1 FRET inh | 0 | 0 | 0 | -1 | 0
PfGluPho inh | -17 | 14 | -6 | 26 | -15
SENP6 inh | 7 | 27 | -16 | -3 | -12
